Screens from PubChem BioAssay.
STK33 inh: inhibitors of human STK33 kinase; Q9BYT3; purified STK33, MBP phosphorylation, ADP-Glo luminescence; inhibition, % at 10 µM; actives 0.073% (n = 320,000); AID 2661;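 active = inhibition at or above 25%, using the most active replicate where run in duplicate; inactive = inhibition below 25%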
Target sequence (Q9BYT3 whole entry, looked up): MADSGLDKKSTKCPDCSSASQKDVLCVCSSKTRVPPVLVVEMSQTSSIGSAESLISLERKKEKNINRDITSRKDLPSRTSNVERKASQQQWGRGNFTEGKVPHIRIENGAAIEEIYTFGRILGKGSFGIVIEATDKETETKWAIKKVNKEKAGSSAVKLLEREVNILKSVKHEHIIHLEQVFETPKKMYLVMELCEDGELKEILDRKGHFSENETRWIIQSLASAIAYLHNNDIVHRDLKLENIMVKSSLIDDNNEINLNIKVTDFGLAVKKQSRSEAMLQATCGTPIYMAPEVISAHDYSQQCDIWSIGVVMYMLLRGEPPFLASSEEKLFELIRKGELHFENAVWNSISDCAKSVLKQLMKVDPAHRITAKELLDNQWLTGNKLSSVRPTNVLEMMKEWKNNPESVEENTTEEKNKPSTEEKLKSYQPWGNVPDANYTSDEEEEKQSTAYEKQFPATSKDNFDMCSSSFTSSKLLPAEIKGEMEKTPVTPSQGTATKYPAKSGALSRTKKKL
Kir21 block: blocks the mouse Kir2.1 inward-rectifier potassium channel; P35561; HEK293-Kir2.1, FluxOR thallium flux fluorescence; active compounds read low; B-score at 10 µM; actives 0.85% (n = 310,000); AID 1672;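 active = fluorescence ratio B-score at or below minus 3 SD of library scores, with starting-brightness B-score within 2 SD, cut at about -4.2 in these data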;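 note: channel flux triggered by added potassium and thallium sulfate stimulus; B-score of peak minus minimum fluorescence over baseline after thallium stimulus; more negative B-score means stronger Kir2.1 block with less thallium influx; some compounds called inactive have numbers as strong as hits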
Target sequence (P35561 whole entry, looked up): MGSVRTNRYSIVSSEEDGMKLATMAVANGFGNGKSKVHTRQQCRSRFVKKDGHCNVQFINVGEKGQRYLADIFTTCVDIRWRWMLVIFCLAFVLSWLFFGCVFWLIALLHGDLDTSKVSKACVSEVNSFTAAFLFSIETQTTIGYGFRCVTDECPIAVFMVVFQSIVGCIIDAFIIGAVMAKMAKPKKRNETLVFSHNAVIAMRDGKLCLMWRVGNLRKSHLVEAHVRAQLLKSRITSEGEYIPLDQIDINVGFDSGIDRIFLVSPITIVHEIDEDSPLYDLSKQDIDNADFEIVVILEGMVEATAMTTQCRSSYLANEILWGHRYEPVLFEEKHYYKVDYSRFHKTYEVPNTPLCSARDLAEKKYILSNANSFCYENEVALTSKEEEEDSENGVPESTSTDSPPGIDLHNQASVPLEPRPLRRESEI
Numbers without * were called inactive; . = no result given.

SMILES	STK33 inh	Kir21 block
CC/C(=C\c1oc2cc3ccccc3cc2[n+]1CC)Nc1ccccc1	-0.8	-3.1
Cc1ccc(-c2noc(CN(C(=O)CCCN3C(=O)c4ccccc4C3=O)C(C)C)n2)cc1	-0.7	-0.19
COCC1CCN(C(=O)CCc2nnc(C3(c4ccc(Cl)cc4)CCC3)o2)CC1	-0.6	-1.6
COc1ccc(Br)cc1CN1CCN(S(=O)(=O)Cc2ccccc2)CC1	-1.5	0
O=C(Nc1ccc(Nc2ccccc2)cc1)C(Cl)(Cl)Cl	-3.3	-0.1
O=C(c1ccccc1Cl)N(Cc1ccc(Br)cc1)N1C(=O)CCC1=O	-0.4	-0.8
CC(Oc1ccccc1)C(=O)OCC(=O)NC(=O)NCc1ccco1 (stereo not drawn)	0.2	-0.48
Cc1ccc2nc(-c3ccccn3)c(NC3CCCC3)n2c1	7.5	-0.65
CCOC(=O)c1cccc(C(=O)Oc2ccccc2)n1	-1.3	-0.96
CN1CCC(N(C)C(=O)/C=C/c2cn(-c3ccccc3)nc2-c2cccs2)CC1	-0.7	-2.3
CCCCCCCCCCS(=O)(=O)N/N=C/c1ccccc1OC	0.4	0.65
CN(C)c1ccc(C2N(c3ccc(Cl)cc3)C(=O)C3CCCN32)cc1 (stereo not drawn)	-4.0	0.28
CNC(=O)c1c[nH]c2ccc(S(=O)(=O)Nc3cccc(SC)c3)cc2c1=O	-0.7	-0.45
O=C(CN1CCN(CC(=O)c2ccc(F)cc2)CC1)Nc1ccccc1Cl	-3.7	2.7
O=C(N/N=C\C=C\c1ccco1)c1cncc(Br)c1	-21	-2.2
O=C(CN1C(=O)/C(=C/c2c(F)cccc2Cl)Oc2ccccc21)NCc1ccco1	-2.8	0.01
COc1cccc(CNC(=O)CCC(=O)N2CCSc3ccccc32)c1OC	0.2	-0.01
CCN(CC)C(=O)c1scc2c1OCCO2	4.2	0.82
Cc1noc(C)c1C(=O)OCC(=O)c1c[nH]c2ccccc12	1.3	-1.1
Cc1ccc(C(C(=O)NC2CCCC2)N(C(=O)CCC(=O)Nc2cc(C)on2)c2ccccc2)cc1 (stereo not drawn)	-1.5	1.6
Cc1ccc(C(=O)NC2CCN(S(=O)(=O)c3ccccc3F)CC2)cc1	2.5	1.5
C/C(=N\NC(=S)NC(C)C)c1ccccc1OC(F)F	-0.4	-0.38
CC1CCCN(C(=O)COC(=O)c2ccc(=O)n(Cc3ccccc3)n2)C1 (stereo not drawn)	-2.6	-0.78
O=C(Nc1ccc2ccccc2n1)c1ccccc1	0.6	0.11
Cc1ccn2c(=O)nc(SCC(=O)NCc3ccco3)nc2c1	.	-2.6
Cc1ccc(N(Cc2ccc(C(=O)NCC3CCCO3)cc2)S(C)(=O)=O)cc1C (stereo not drawn)	-0.4	-0.5
NC(=O)CSc1nnc(COc2ccccc2)n1Cc1ccco1	-1.8	1.7
CC(NC(=O)c1cc(F)c(F)cc1Cl)C1CC2CCC1C2 (stereo not drawn)	-0.4	-1.4
CC(C)(CNC(=O)c1cccc(S(=O)(=O)NCc2ccccc2)c1)N1CCOCC1	.	0.89
O=C(c1ccccc1F)N1CCN(S(=O)(=O)c2ccc3c(c2)OCCO3)CC1	-1.2	1.9

For reference, some entries already given.
SMILES	STK33 inh	Kir21 block
Cc1ccn2c(=O)nc(SCC(=O)NCc3ccco3)nc2c1	.	-2.6
Cc1ccc(N(Cc2ccc(C(=O)NCC3CCCO3)cc2)S(C)(=O)=O)cc1C (stereo not drawn)	-0.4	-0.5
NC(=O)CSc1nnc(COc2ccccc2)n1Cc1ccco1	-1.8	1.7
CC(NC(=O)c1cc(F)c(F)cc1Cl)C1CC2CCC1C2 (stereo not drawn)	-0.4	-1.4
CC(C)(CNC(=O)c1cccc(S(=O)(=O)NCc2ccccc2)c1)N1CCOCC1	.	0.89
O=C(c1ccccc1F)N1CCN(S(=O)(=O)c2ccc3c(c2)OCCO3)CC1	-1.2	1.9

(cont.)
SMILES	STK33 inh	Kir21 block
O=C1/C(=C/c2cccs2)Cc2ccccc21	-0.1	1.1
NC(=O)CC(NC(=O)Cc1ccc(Br)cc1)c1ccc(NC2CCC2)c([N+](=O)[O-])c1 (stereo not drawn)	0.0	-1.2
CC(=O)c1c(N)nc2n(c1=O)CCCCC2	-0.8	-1.2
Cc1cc(NC(=O)C(C)SCC(=O)Nc2cc(C(F)(F)F)ccc2N2CCOCC2)no1 (stereo not drawn)	-1.0	1.5
COc1ccccc1NC(=O)CN1CCN(c2ccccc2F)CC1	1.0	-1.5
O=C(Nc1ccc(C(=O)NN2C(=O)c3ccccc3C2=O)cc1)c1ccccc1	-1.4	0.38
CC1(C)CC2(CCO1)OC(=O)CC2C(=O)Nc1ccc(Br)cc1 (stereo not drawn)	-1.6	0.02
CCOc1ccccc1C(=O)N[C@H](C(=O)NNC(=O)c1cccs1)C(C)C	-0.4	.
Cc1ccc(S(=O)(=O)N2CCN(C(=O)CSc3nc(N)cc(=O)[nH]3)CC2)c(C)c1	1.3	-0.3
COc1cccc(C2/C(=C(\O)c3ccc4c(c3)OCCO4)C(=O)C(=O)N2CCCn2ccnc2)c1 (stereo not drawn)	-0.5	1.7
COc1ccc(CCNC(=O)CSc2nnc(CNC(=O)c3ccccc3F)o2)cc1OC	-1.2	0.67
CCN(CC)CCN(C(=O)c1ccc2c(c1)OCCO2)c1nc2c(Cl)cccc2s1	0.0	-0.61
Cc1cccc(COCC(CC(C)C)N2CCN(C(=O)c3ccc(C(F)(F)F)cc3)CCC2=O)c1 (stereo not drawn)	-0.1	-0.77
CC1CCN(S(=O)(=O)c2ccc3c(c2)N(CC(=O)NCc2cccnc2)C(=O)CS3)CC1	0.7	-0.44
CN(NC1OC(=O)c2ccccc21)c1ccccc1[N+](=O)[O-] (stereo not drawn)	-2.8	-0.05
COc1ccc(NC(=O)Cn2c(=O)n(-c3ccccc3)c(=O)c3oc4ccccc4c32)c(OC)c1	-1.2	-1.3
COc1ccc(N(CC(=O)N2c3ccccc3CC2C)S(=O)(=O)c2c(C)nn(C)c2C)cc1 (stereo not drawn)	-1.3	1.3
O=C(CC1C(=O)NCCN1Cc1ccccc1C(F)(F)F)NCCn1cccn1 (stereo not drawn)	-2.0	-0.03
CC(C)CC(NC(=O)OC(C)(C)C)C(=O)NC(C(=O)N1CCCC1C(N)=O)C(C)C (stereo not drawn)	-2.1	0.05
CCOc1ccc(C2=Nn3c(nnc3-c3cccnc3)SC2)cc1	3.8	-0.01
O=C1CSC(=Nc2cccc(C(=O)O)c2)N1	1.5	-1.1
Cc1ccc(Cc2nnc3n(-c4ccccc4)nc(C(=O)c4ccccc4)n3c2=O)cc1	-1.7	0.22
CCCCN(C)C1CCN(C(=S)Nc2ccc(OCC)cc2)CC1	-3.7	-0.67
CN(CC(=O)Nc1ccccc1Cl)C(=O)C1CCN(C(=O)c2ccc(F)cc2)CC1	0.7	.
COCc1nn2c(N)c(C#N)cnc2c1-c1ccccc1	0.3	-0.7
[O-]/[N+](=C/c1ccco1)c1ccccc1	-1.2	-1.7
COc1ccc(NC(=O)c2ccccc2NC(=O)NC2CCCCC2)cc1	0.6	1.8
COC(=O)c1sccc1OCc1cccc(OC)c1	-0.3	-0.43
O=C(Nc1cccnc1)c1ccc2c(c1)OCO2	4.0	-1.4
CCC(Sc1nc2sc(C(=O)OC)c(C)c2c(=O)n1N)C(=O)N(CC)CC (stereo not drawn)	-1.6	0.67

2 of the compounds above, field by field:
CCC(Sc1nc2sc(C(=O)OC)c(C)c2c(=O)n1N)C(=O)N(CC)CC (stereo not drawn)
  STK33 inh: -1.6; Kir21 block: 0.67
COc1ccc(NC(=O)c2ccccc2NC(=O)NC2CCCCC2)cc1
  STK33 inh: 0.6; Kir21 block: 1.8

New compounds follow
SMILES	STK33 inh	Kir21 block
Cc1onc(-c2ccccc2)c1C(=O)NC(C)CCc1ccccc1 (stereo not drawn)	-1.2	-1
Cc1cccnc1NC(=S)NCCc1ccccc1	1.6	0.15
COc1ccc(NC(=O)CN(C)CCOc2ccc(Cl)cc2)cc1OC	-0.2	-1.3
CC(=NCC1CCNCC1)C1=C(O)CC(C)(C)CC1=O	-0.4	-0.97
COc1cccc(CN2CCN(C(=O)c3cccc4ccccc34)CC2)c1OC	-0.1	0.01
O=C(CC1N=C2c3ccccc3N=C(SCc3ccccc3Cl)N2C1=O)NCc1ccco1 (stereo not drawn)	0.8	-1.3
Cc1nc(N2CCN(c3ccccn3)CC2)c2c(C)c(C(=O)Nc3ccc(F)c(Cl)c3)sc2n1	-0.6	1.9
CCOC(=O)C1=C(C)N(CCO)C(=O)NC1c1cccc(O)c1 (stereo not drawn)	-0.8	0.52
CN1CCN(c2ccc(S(=O)(=O)N3CCCCC3)cc2NC(=O)COc2ccc(F)cc2)CC1	0.2	-0.01
CCOc1ccccc1NC(=O)COC(=O)Cc1cccs1	1.6	-0.21
COc1ccc(-c2cc(=O)[nH]c(=S)[nH]2)cc1	2.1	-0.06
O=c1oc(-c2ccccc2F)nc2c1cnn2-c1ccccc1	-3.4	1.4
COc1ccccc1NC(=O)c1cc[n+]([O-])cc1	-1.6	0.45
CCc1nc2ccc(C(=O)N3CCN(c4cccc(C)c4C)CC3)cc2nc1CC	0.5	1
CCOC(=O)c1nn(-c2ccc(F)cc2)c2nc(Nc3ccccc3)cc(=O)n12	-1.6	0.18
CCCN1C2CCCC1CC(NC(=S)Nc1cccc(C)c1)C2 (stereo not drawn)	-1.7	-1.4
CCCCn1nc(C(=O)N2CCc3ccccc32)c2ccccc2c1=O	-0.5	1.1
CCn1c(O)c2ccc(C(=O)N=NC(=O)c3cccnc3)cc2c1O	.	2.2
CCCNC(=O)CSc1nc(-c2cccs2)cc(C(F)(F)F)n1	-2.9	-0.46
CCOC(=O)N1CCN(C(=O)c2cnn3c(C)c(Cc4ccc(C)cc4)c(C)nc23)CC1	1.6	-2.4
O=C(Nc1cccnc1)c1ccc(CSc2ccccc2)cc1	-0.6	-1.2
O=C(O)Cn1nnc(COc2ccccc2)n1	2.8	-0.99
Cc1c(C(=O)Nc2cccc([N+](=O)[O-])c2)cnn1-c1ccccc1	-0.4	0.05
O=C(CCCN1C(=O)/C(=C/c2cccs2)SC1=S)NNC(=O)c1cccnc1	0.1	-0.92
C#CCOCCOCCOCCNc1nc(N2CCN(C(=O)Cn3cc(CCCN=C(N)N)nn3)CC2)nc(N2CCN(C(=O)[C@H]([C@@H](C)CC)n3cc(CCCCN)nn3)CC2)n1	-0.7	.
COc1ccc(N2C(=O)CCC(C(=O)N3CCN(c4ccccn4)CC3)C2c2ccc(F)cc2)cc1 (stereo not drawn)	-4.8	1.8
CC(Sc1ccc(Cl)cc1)C(=O)NCC1CCCO1 (stereo not drawn)	0.2	-0.75
Cc1cccc(/C(N)=N/OC(=O)CCC2CCCCC2)c1	0.0	0.91
O=C(O)COc1c(-c2ccco2)oc2ccccc2c1=O	-0.4	-0.27
CC(C)CN(CCNC(=O)CN1C(=O)CSc2ccc(S(=O)(=O)N3CCOCC3)cc21)CC(C)C	-1.4	-2.2
CN(C(=O)COC(=O)c1cn(-c2ccccc2)nc1-c1ccccc1)C1CCS(=O)(=O)C1 (stereo not drawn)	-1.2	-0.15
CC(C)CN(C(=O)CCc1ccccc1)c1c(N)n(CC(C)C)c(=O)[nH]c1=O	-0.1	0.92
COc1ccc(CCNC(=O)CC(NC(=O)c2ccccc2Cl)c2ccccc2)cc1 (stereo not drawn)	0.5	0.89
COc1ccc2c(c1)CCc1c(C(=O)N3CCc4ccccc4C3)noc1-2	-1.5	-0.39
O=C(O)c1cc([N+](=O)[O-])c(NCCC2=CCCCC2)c([N+](=O)[O-])c1	-1.6	1.4
N#CC(C#N)=C(Nc1ccc(F)cc1)SCc1cccc(Br)c1	-0.2	-3.2
CC(NC(=S)Nc1ccc(Cl)cc1Cl)C(c1cccs1)N1CCCC1 (stereo not drawn)	-0.8	-1.6
Cc1ccc(/C=N/Nc2ncc(Cl)cc2Cl)s1	-0.5	1.9
CCC(Sc1nc2ccccc2s1)C(=O)Nc1cc(C)on1 (stereo not drawn)	-3.1	2.2
COc1cccc(/C=C2/SC(=S)N(CC(=O)NC3C=CS(=O)(=O)C3)C2=O)c1 (stereo not drawn)	-1.4	0.68
O=C1CN(C(=O)COC(=O)CCSc2ccccc2Cl)c2ccccc2N1	-1.6	-0.1
COc1ccc(NC(=O)CN(C)S(=O)(=O)c2ccccc2)cc1	-0.3	0.32
COc1ccc(/C=C/c2n[nH]c(=O)c(C#N)c2C)cc1	-0.4	0.6
COc1cccc(OCCOc2ccccc2[N+](=O)[O-])c1	-0.1	0.76
O=C(NCc1ccco1)c1ccc2c(c1)CCO2	-1.6	-0.15
O=C(Nc1ccccc1-c1nnc(SCc2ccccc2)o1)c1ccccc1	1.1	-0.11
CC1CCCN(CCCNS(=O)(=O)c2cc(Br)cc3c2N(C(=O)C2CC2)CC3)C1 (stereo not drawn)	-0.6	-2.8
CCN(Cc1ccccc1)S(=O)(=O)c1ccc2oc(C(=O)O)c(C)c2c1	-1.7	0.05
Cc1nc2c3cc(F)ccc3n(CCN3CCCCC3)c2s1	-0.3	-1.2
CCOC(=O)C1(Cc2ccccc2C(F)(F)F)CCN(C(=O)c2cc(C)n(C)n2)CC1	-1.1	0.53
Cc1ccc(CSc2ncnc3ccccc23)cc1	-0.5	-0.64
CCN1C(=O)N(c2ccc(C(C)=O)cc2)S(=O)(=O)c2ccccc21	0.8	0.1

Full records as entered above:
Results for CC1CCCN(CCCNS(=O)(=O)c2cc(Br)cc3c2N(C(=O)C2CC2)CC3)C1 (stereo not drawn) = STK33 inh: -0.6; Kir21 block: -2.8
Results for CCN(Cc1ccccc1)S(=O)(=O)c1ccc2oc(C(=O)O)c(C)c2c1 = STK33 inh: -1.7; Kir21 block: 0.05
